Screening data (PubChem BioAssay)
ASM inhibitor – human S-ASM enzyme inhibition. P17405. hit rate 0.006% among 340,000. Potency, µM (doses to about 57.5 µM), without a hit: top-dose activity change, negative = inhibition, actives largely listed as inhibitors. placental ASM, HMU-PC fluorogenic substrate, 60 min; also: potency is read from the fitted curve at half-maximal effect
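qHTS format. ASM enzyme prepared from human placenta hydrolyses the fluorogenic substrate HMU-PC0 (9 uM final) over 60 min at 37 °C after a 10 min compound preincubation.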
TRPV1 agonist – agonists of human vanilloid receptor 1 (TRPV1); Q8NER1; activation, % at 8.33 µM; hit rate 0.19% among 320,000; TRPV1-expressing cells, Fluo-8 calcium influx, agonist mode; AID 540275; in the data active = activation above about 80%; inconclusive = between about 30% and that limit; also: 0% is about no effect
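Cells expressing TRPV1 were dye-loaded with Fluo-8 and read kinetically: 10 s baseline, 3 min after compound (agonist portion), then 2 min after EC20 capsaicin (allosteric enhancer portion). Calcium-bound dye fluorescence at 480/520 nm.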
USP2a block – blocks human ubiquitin-specific protease USP2a; AID 463254; Potency, µM (series often up to 38.3 µM), inactives show at the highest dose activity change, negative = inhibition, most hits filed as inhibitors; USP2 core, Ub-CHOP2 coupled fluorogenic reporter, 485/531; hit rate 0.01% among 330,000; O75604;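 also: potency is read from the fitted curve at half-maximal effect; plate controls were DMSO wells for no effect and full inhibition by NEM control for full effect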
Target sequence (O75604 whole entry, looked up): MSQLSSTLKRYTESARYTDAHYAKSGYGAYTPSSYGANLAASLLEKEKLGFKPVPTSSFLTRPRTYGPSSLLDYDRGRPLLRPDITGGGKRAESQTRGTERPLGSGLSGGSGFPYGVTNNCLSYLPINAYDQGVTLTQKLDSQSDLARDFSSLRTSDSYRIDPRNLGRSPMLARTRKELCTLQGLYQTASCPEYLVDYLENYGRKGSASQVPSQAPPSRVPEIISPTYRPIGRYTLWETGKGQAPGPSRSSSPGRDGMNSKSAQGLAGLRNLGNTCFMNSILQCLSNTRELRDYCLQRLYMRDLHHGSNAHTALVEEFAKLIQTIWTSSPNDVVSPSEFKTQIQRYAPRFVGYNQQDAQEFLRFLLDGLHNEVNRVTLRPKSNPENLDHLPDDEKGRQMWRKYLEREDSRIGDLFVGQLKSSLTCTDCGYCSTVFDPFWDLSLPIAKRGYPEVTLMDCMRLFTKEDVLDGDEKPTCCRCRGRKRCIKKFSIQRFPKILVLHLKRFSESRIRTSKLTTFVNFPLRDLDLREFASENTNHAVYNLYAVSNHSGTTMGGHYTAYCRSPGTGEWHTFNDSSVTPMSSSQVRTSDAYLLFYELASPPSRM
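USP2 core (10nM final) preincubated 30min RT with compound in 20mM Tris-HCl pH 8.0, 2mM CaCl2, 2mM beta-mercaptoethanol, 0.05% CHAPS; 25nM Ub-CHOP2 plus 25nM reporter substrate added, fluorescence (Ex485/Em531) read after 60min.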
TSG101-PTAP inh – blocks PTAP/TSG101 interaction to inhibit HIV-1 budding | Potency, µM (top dose mostly 115 µM), without a hit: top-dose activity change, negative = inhibition, hits mostly inhibitors | Q99816 | 340,000 tested, under 10 active | Fluorescence polarization, FITC-PTAP peptide / Tsg101 binding; active = well fitted inhibition curve with a large enough effect in the main read-out, with a control signal flat, not every such curve was filed as active; inconclusive = small, poorly fitted or top-dose-only effect, or effect the other way, or a change in a side signal; inactive = no such curve, though single readings can be large or run the other way; also: potency is read from the fitted curve at half-maximal effect; % of control where 0% means no effect
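Fluorescence anisotropy tracks displacement of a FITC-tagged PTAP peptide (50 nM) from the Tsg101 binding domain (10 uM), following a 20 min room-temperature incubation at pH 7.5.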
Eya2 inh – inhibitors of human Eya2 phosphatase activity | O00167 | recombinant Eya2, OMFP fluorescence dephosphorylation (OMFP is methylfluorescein phosphate) | Potency, µM (titrated, usually from 76.9 µM), without a hit: top-dose activity, negative = inhibition, actives largely listed as inhibitors | hit rate 0.006% among 330,000 | AID 488837; also: potency is read from the fitted curve at half-maximal effect; % is scaled to controls: 0 for no effect and ±100 for the full control effect
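Eya2 (0.2 uM) preincubated 10 min at ambient with compound, then OMFP substrate added at 50 uM; 10 min reaction in 50 mM HEPES pH 7.5, 50 mM NaCl, 5 uM MgCl2, 0.05% BSA, 1 mM DTT. Fluorescence read at Ex 485/Em 525 nm.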
a7 integrin act – activators of alpha7 integrin expression for muscular dystrophy | alpha7betagal myoblasts, beta-gal FDG fluorescence, 48 h | Potency, µM (top dose mostly 38.3 µM), for the others: at the top dose activation, most hits filed as activators | hit rate 0.064% among 350,000 | AID 624291;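 also: potency is read from the fitted curve at half-maximal effect; 100% = response of the positive control SU9516; nearly all actives have a fitted effect of over 60% in size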
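Alpha7betagal+/- myoblasts (passage 13) were plated 16-24 hr, then exposed to compounds (1:260 dilution of DMSO stock) for 48 hours at 37C. After MPER lysis, β-galactosidase reporter activity was read as FDG fluorescence (ex 480/em 540) after 30 minutes.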
BRCA1 expr up – BRCA1 expression activation; MCF7-BRCA1-FFLuc reporter, luminescence, 48 h; response scale: scaled: vehicle 0%, 10 µM genistein 100%; hit rate 1.1% among 380,000; AID 624202; Potency, µM (top dose mostly 46.1 µM), inactives show top-dose activation, actives largely listed as activators; also: potency is read from the fitted curve at half-maximal effect; nearly all actives have a fitted effect of over 80% in size; some results filed as inactive show a strong effect at the top dose
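MCF7-BRCA1-FFLuc cells, 2000/well in phenol-red-free MEM, attached 2 h then treated 48 h at 37 C. Luciferase luminescence read 15 min after reagent; normalized to genistein maximum activation (10microM) and DMSO, concentration-response fitted.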
ELG1 genotoxic – inducers of genotoxicity in HEK293T ELG1-luciferase cells; Potency, µM (doses to about 46 µM), without a hit: at the highest dose activity change, positive = activation, hits mostly activators; HEK293T ELG1-luciferase reporter, luminescence, 16 h; hit rate 1.3% among 330,000; also: potency is read from the fitted curve at half-maximal effect; % of control where 0% means no effect; nearly all actives have a fitted effect of over 60% in size
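Quantitative HTS format in 1536-well plates. HEK293T ELG1-luciferase reporter cells receive test compound and are incubated 16 hr at 37 °C, 5% CO2; ONE-Glo added, 30 min room temperature, then luminescence read.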
B2AR arrestin – agonists driving beta-arrestin recruitment to human beta2-adrenergic receptor. P07550. beta-arrestin recruitment to beta2AR, cell-based reporter. Potency, µM (doses to about 46.1 µM), inactives show at the highest dose activation, most hits filed as activators. hit rate 0.02% among 330,000. AID 492947;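 also: potency is read from the fitted curve at half-maximal effect; 0% = DMSO controls and full agonism = EC100 isoproterenol or metaproterenol; nearly all actives have a fitted effect of over 65% in size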
Target sequence (P07550 whole entry, looked up): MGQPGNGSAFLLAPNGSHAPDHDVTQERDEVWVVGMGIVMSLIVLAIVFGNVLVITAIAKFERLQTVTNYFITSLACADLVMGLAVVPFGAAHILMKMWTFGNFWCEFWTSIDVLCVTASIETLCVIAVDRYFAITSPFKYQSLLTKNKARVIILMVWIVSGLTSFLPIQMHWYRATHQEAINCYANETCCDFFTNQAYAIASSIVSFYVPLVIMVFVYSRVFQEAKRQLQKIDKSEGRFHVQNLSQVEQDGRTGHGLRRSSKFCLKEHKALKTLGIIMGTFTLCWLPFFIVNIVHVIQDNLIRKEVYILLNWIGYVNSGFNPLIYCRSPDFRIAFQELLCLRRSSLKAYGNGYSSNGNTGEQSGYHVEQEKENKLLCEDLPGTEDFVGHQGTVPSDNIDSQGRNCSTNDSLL
p53 reactivation – re-activators of mutant p53; H1299 p53-A138V BP100-luciferase reporter, luminescence, 24 h; Potency, µM (highest dose often 92.2 µM), for inactives: at the highest dose activity change, positive = activation, hits mostly activators; hit rate 0.063% among 320,000; AID 504706; also: potency is read from the fitted curve at half-maximal effect; % of control where 0% means no effect; nearly all actives have a fitted effect of over 45% in size
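p53-null H1299 cells stably carrying temperature-sensitive p53-A138V and a BP100-luciferase reporter were pinned with compounds (4-point, 1:5 series) and held 24 hrs at 37 deg C. Luminescence was read 10 min after detection reagent.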
uPA generation – inhibitors of cell surface uPA generation; hit rate 0.31% among 330,000; Potency, µM (series often up to 38.3 µM), for inactives: at the highest dose activity change, negative = inhibition, hits mostly inhibitors; AID 540303; cell surface uPA generation assay, qHTS; active = well fitted inhibition curve with a large enough effect; inconclusive = small, poorly fitted or top-dose-only effect; inactive = no such curve, though single readings can be large or run the other way; tested in mouse RAW 264.7 cells; also: potency is read from the fitted curve at half-maximal effect; % is scaled to controls: 0 for no effect and ±100 for the full control effect; nearly all actives have a fitted effect of over 55% in size
Numbers without * were called inactive; ? = inconclusive; · = no result given; & = joins results of further samples; [ ] = another dose, or the depositor's remark. Unless noted, calls follow the shape of the dose curve; as a rule, active = well fitted curve in the direction sought with a large enough effect; inconclusive = small, poorly fitted or top-dose-only effect, or another doubt; inactive = no such curve, though single readings can be large; an effect the other way counts as inactive or inconclusive.

Each structure is followed by: ASM inhibitor	TRPV1 agonist	USP2a block	TSG101-PTAP inh	Eya2 inh	a7 integrin act	BRCA1 expr up	ELG1 genotoxic	B2AR arrestin	p53 reactivation	uPA generation
> CCCCCOc1ccc(Cn2ccnc2)cc1[N+](=O)[O-]
→ 6%	-1	1%	-5%	-7%	-12%	30%	?	-0.5%	4%	?
> CC(C)CN(C(=O)c1ccc(=O)n(C)n1)c1c(N)n(Cc2ccccc2)c(=O)[nH]c1=O
→ ·	0	2%	-3%	-32%	-6%	2%	-1%	-0.1%	-3%	-8%
> CCC(Sc1nc2ncnc(N)c2[nH]1)C(=O)O (stereo not drawn)
→ 0%	0	1%	-1%	1%	-3%	22%	5%	0.1%	5%	3%
> N#Cc1c(N)nc(SCc2ccccc2)c(C#N)c1-c1ccco1
→ 13%	0	-1%	1%	-12%	-3%	-49%	0%	-0.9%	-21%	11%
> COc1nc(NCCN2CCOCC2)nc(Nc2ccccc2)n1
→ 2%	3	0%	-2%	-19%	7%	45%	?	0.0%	20%	2%
> COc1ccc(NC(=O)CSc2nnc(Cn3c(=O)sc4ccccc43)n2C)cc1
→ 0%	2	1%	-12%	-1%	12%	-8%	6%	-0.4%	4%	6%
> O=C1NC(=O)c2c(NC(=O)C3CCCO3)cccc21 (stereo not drawn)
→ 4%	-3	·	-4%	·	18%	4%	·	·	·	7%
> C[C@H](NC(=O)c1nc[nH]c1C(=O)NCC(=O)OC(C)(C)C)C(=O)OCc1ccccc1
→ -6%	12	-1%	-1%	5%	-18%	1%	-1%	0.4%	·	1%
> CC(=O)c1cc(-c2ccccc2)n(CC(=O)NCc2cccs2)c1C
→ 3%	5	0%	1%	1%	6%	-17%	1%	-0.5%	-7%	-5%
> CCOC(=O)c1ccc(N2C(=O)C(CC(=O)NC)N(CCc3ccc(OC)c(OC)c3)C2=S)cc1 (stereo not drawn)
→ -10%	22	2%	-4%	1%	-5%	6%	-5%	0.8%	15%	-7%
> CCOC(=O)N/N=C\c1ccc(OC/C=C/c2ccccc2)c(OC)c1
→ -1%	4	-1%	-8%	-5%	6%	-1%	-6%	-0.2%	-15%	-2%
> Cc1cc(C)n2nc(C(=O)N/N=C/c3cn(C)nc3C)nc2n1
→ 3%	-1	0%	-4%	-2%	-14%	1%	2%	5.9%	-5%	4%
> O=C(CSc1nnc(-c2ccccc2)n1-c1ccc(Cl)cc1)N/N=C/c1ccccc1C(=O)O
→ 4%	8	-1%	-4%	4%	16%	0%	1%	-0.2%	-4%	-1%
> CC(=Nc1ccccc1C)C1=C(O)CSC1=O
→ 4%	0	-1%	-4%	-5%	1%	24%	5%	-0.1%	4%	-13%
> O=C(COc1ncnc2ccc(Br)cc12)NCc1ccc2c(c1)OCO2
→ -4%	3	4%	0%	10%	-8%	-17%	-3%	0.3%	-5%	9%
> Cc1noc(C)c1S(=O)(=O)N1CCCC(C(=O)NCCc2ccccc2)C1 (stereo not drawn)
→ -1%	0	0%	-4%	10%	23%	11%	-6%	0.0%	4%	-4%
> O=C(N/N=C/c1cc(Br)ccc1O)c1ccccc1Cl
→ -6%	20	-1%	-3%	-7%	-22%	-85%[inhibitor]	?	-1.0%	15%	-7%
> CCOC(=O)c1ccccc1NC(=O)CSc1nc2ccncc2[nH]1
→ 5%	-2	3%	-3%	4%	13%	3%&3%	-2%	-0.3%	15%	-11%
> CCOC(=O)C1(Cc2ccc(OC)cc2)CCN(S(C)(=O)=O)CC1
→ 1%	13	1%	-2%	-4%	2%	0%	1%	-0.6%	1%	0%
> O=C1NC2=C(C(=O)CCC2)C(c2ccc([N+](=O)[O-])cc2)N1 (stereo not drawn)
→ 2%	0	2%	-3%	4%	-19%	-3%	-5%	-0.5%	1%	0%
> COc1ccc(-c2nnc(-c3ccc(Br)o3)o2)cc1OC
→ 5%	8	6%	-6%	-2%	0%	104%	?	-0.3%	15%	·
> N#Cc1c(Cl)nsc1NN
→ 5%	1	-1%	-3%	12%	?	28%	-4%	0.1%	-2%	-3%
> CCOC(=O)/C(C#N)=C/c1cn(CCOc2ccc(OC)cc2)c2ccccc12
→ 3%	22	0%	-1%	-19%	-23%	-28%	1%	0.4%	-12%	7%
> O=C(CN1C(=O)NC2(CCSC2)C1=O)NCc1ccccc1 (stereo not drawn)
→ 1%	0	1%	-4%	-6%	-2%	14%	3%	0.0%	-1%	2%
> COc1ccc(CN2CC(C(=O)N3CCOCC3)CC2=O)cc1 (stereo not drawn)
→ 2%	-3	-2%	-3%	9%	-3%	0%	3%	0.4%	0%	3%
> O=C(CSc1nnc(-c2ccccc2)o1)NCC1CCCCC1
→ 4%	4	-5%	-4%	2%	1%[7.66 µM]	-1%	-5%	-0.8%	5%	·
> CS(=O)(=O)Nc1ccc(C(=O)Nc2ccccc2Cl)cc1
→ 2%	3	5%	1%	16%	9%	19%	0%	-0.2%	5%	-3%
> O=C(CSc1n[nH]c(-c2cccnc2)n1)Nc1cccc(Cl)c1
→ -1%	6	5%	-6%	-14%	-2%	-13%	-8%	0.0%	-1%	1%
> CCN1CCN(C(=O)c2cc(COc3c(C)cccc3C)on2)CC1
→ 3%	?	1%	0%	-7%	2%	0%	1%	0.2%	-3%	-4%
> Cc1ccc(C(=O)OC2=CC(=O)CC(C)(C)C2)cc1
→ 1%	-6	0%	-6%	4%	-7%	-4%	-2%	0.1%	5%	5%
> O=c1ccc(-c2ccccc2)nn1Cc1ccccc1F
→ 0%	?	0%	2%	-9%	4%	30%	3%	-0.7%	-2%	-2%
> CCc1ccc(OCCCCN(C)Cc2ccccc2)cc1
→ 0%	1	3%	-4%	-26%	23%	3%	5%	0.4%	5%	-10%
> Cc1ccnc(NC(=O)c2ccc(NC(=O)CC3SC(N4CCCC4)=NC3=O)cc2)c1 (stereo not drawn)
→ 3%	-1	-1%	0%	11%	-9%	18%	8%	-0.4%	1%	1%
> Cc1nc(N2CCN(Cc3ccccc3)CC2)c(C#N)c2c1COC(C)(C)C2
→ 3%	0	7%	-9%	-2%	-7%	-24%	-9%	-1.4%	-3%	4%
> O=C(CNC(=O)OCc1ccccc1)NCC(=O)Oc1ccc([N+](=O)[O-])cc1
→ -1%	·	·	-5%	·	-4%	10%	·	·	·	1%
> O=C1C2C3c4ccccc4C(c4ccccc43)[C@@H]2c2nc3ccccc3n21 (stereo partly drawn)
→ -4%	?	4%	-4%	9%	10%	-12%	-5%	0.4%	-4%	-3%
> CC(=O)c1c(COC(=O)c2ccccc2)nc2ccccc2[n+]1[O-]
→ -3%	-13	-8%	-1%	5%	-17%[7.66 µM]	2%	4%	0.2%	-2%	-2%
> CCCC(=O)NC(=S)Nc1ccc(S(=O)(=O)Nc2ccc(OCC)cc2)cc1
→ -11%	1	1%	2%	-1%	0%	-53%	0%	0.3%	4%	-5%
> O=S(=O)(Nc1ccc(N=Nc2ccc(O)c3ccccc23)cc1)c1ccccc1
→ ?	1	-27%	-3%	-13%	-16%	-83%	0%	-0.9%	-4%	-4%
> O=C1Nc2ccc(NS(=O)(=O)c3cccs3)c3cccc1c23
→ 0%	-2	-1%	0%	11%	22%	-51%	?	-0.7%	-7%	-9%
> COc1ccc(NC(=O)CN(C)S(=O)(=O)c2ccc3c(c2)NC(=O)CS3)cc1
→ -1%	0	0%	0%	5%	-28%	-5%	-5%	0.3%	-6%	-3%
> CCCS(=O)(=O)N1CCC(C(=O)NCc2ccco2)CC1
→ -1%	1	2%	-1%	3%	18%	-1%	-3%	-0.6%	4%	-1%
> COc1ccc(Nc2nc3ccc(OC)cc3s2)cc1
→ 5%	9	-2%	-1%	10%	6%	7.9µM*	?	-0.4%	19%	-8%
> COc1c(Br)cc([N+](=O)[O-])c(OC)c1C(=O)NC(=O)Nc1c(Cl)cccc1Cl
→ -14%	·	-1%	-1%	-1%	-19%	-35%	-3%	-0.8%	-3%	3%
> COc1ccc2[nH]c(=O)c(CN(C)C(=O)c3ccncc3)cc2c1
→ 29%	-3	-1%	-1%	-2%	-10%[7.66 µM]	13%	-2%	0.8%	-4%	·
> O=C(c1ccccc1)N1CCN(c2n[nH]c(=O)[nH]c2=O)CC1
→ 0%	0	-7%	-8%	-18%	0%	6%	-1%	0.4%	2%	-8%
